NSD2 HMT inh – blocks human histone methyltransferase NSD2; O96028; NSD2 peptide methylation, AlphaScreen, 120 min; AID 743445; inhibition, % at 12.5 µM; actives 0.54% (n = 310,000); in the data active = inhibition above about 50%
CAL PDZ FP-1 – inhibitors of human CAL PDZ peptide binding. purified CAL PDZ, TMR-peptide fluorescence polarization, 1 h. inhibition, % at 20 µM. actives 0.02% (n = 330,000). AID 504414;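 active = highest replicate inhibition of at least 40%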;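 note: plate controls were DMSO neutral control wells for no effect and unlabeled competitor peptide control wells for full effect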
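Control set: unlabelled peptide and DMSO controls / Material: purified CerCALP PDZ construct / Timing: 1 h incubation at room temperature before polarization reading / Doses: 20 µM, one dose / Detection: fluorescence polarization (mP)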
Arrestin-AP2 inh – human beta-arrestin and AP2 interaction inhibition. inhibition, % at 10 µM. FITC-arrestin peptide / GST-AP2 beads, flow cytometry; AP2 beta2 appendage carries R879A mutation. actives 0.31% (n = 340,000);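 active = inhibition above a set limit, near 3 SD of compounds lacking own fluorescence, cut at about 54% in these data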;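 note: plate controls were DMSO wells for no effect and 5 µM unlabelled arrestin peptide for full effect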
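Measured by: flow cytometry, FL1 (488/535 nm); Material: AP2 appendage R879A on GSH beads; Evaluation: percent response; Timing: pre-incubation 12 min, peptide binding 1 h, room temperature; Also added: 50 nM FITC-arrestin peptide; Medium: PBS with 0.05% Tween 20 and 0.1% BSA.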
CAL PDZ FP-2 – blocks peptide binding to the human CAL PDZ domain; purified CAL PDZ, TMR-peptide fluorescence polarization, 1 h; AID 602252; inhibition, % at 24.9 µM; actives 0.92% (n = 300,000);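 active = mean inhibition of at least 30% with at least half of replicates also reaching 30%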;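 note: 0% = DMSO neutral control and 100% = excess unlabeled competitor peptide PRC23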
DSG3 Ab inh – human desmoglein-3 autoantibody binding inhibition; DSG3-coupled beads, scFv-anti-DSG3-GFP binding, flow cytometry; active compounds read low; binding (percent of control), % at 10 µM; actives 0.48% (n = 310,000); AID 588358;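 active = binding more than 3 SD below its plate's average and above zero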;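 note: hits lower antibody fragment binding to DSG3; some compounds called inactive have numbers as strong as hits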
DAGLB inh – diacylglycerol lipase beta (human) inhibition; HEK293T DAGLB membrane lysate, EnzChek fluorogenic substrate; inhibition, % at 5.17 µM; actives 0.059% (n = 340,000); AID 504411; in the data active = inhibition above about 34%;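 note: 0% = enzyme with vehicle and 100% = wells lacking enzyme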
Target sequence (Q8NCG7 whole entry, looked up): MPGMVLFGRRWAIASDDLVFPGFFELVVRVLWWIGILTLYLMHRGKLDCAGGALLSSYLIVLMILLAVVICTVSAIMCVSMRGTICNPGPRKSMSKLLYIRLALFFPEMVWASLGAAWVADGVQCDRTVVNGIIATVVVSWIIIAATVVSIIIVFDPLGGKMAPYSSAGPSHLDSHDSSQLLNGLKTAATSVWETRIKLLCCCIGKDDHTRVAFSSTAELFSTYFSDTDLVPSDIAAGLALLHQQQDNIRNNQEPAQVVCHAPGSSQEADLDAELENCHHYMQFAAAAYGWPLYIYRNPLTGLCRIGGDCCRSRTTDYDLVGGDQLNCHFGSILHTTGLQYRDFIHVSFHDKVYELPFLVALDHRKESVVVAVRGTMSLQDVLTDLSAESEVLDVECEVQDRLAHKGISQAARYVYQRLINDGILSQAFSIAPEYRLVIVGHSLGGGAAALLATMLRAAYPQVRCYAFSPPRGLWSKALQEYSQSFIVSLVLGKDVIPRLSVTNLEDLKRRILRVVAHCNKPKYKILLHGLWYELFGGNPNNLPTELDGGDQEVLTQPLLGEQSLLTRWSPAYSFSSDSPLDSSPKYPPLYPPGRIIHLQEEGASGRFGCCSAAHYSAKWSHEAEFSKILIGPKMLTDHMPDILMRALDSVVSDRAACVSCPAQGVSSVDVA
V-ATPase pHluor – alters yeast V-ATPase proton transport | actives 0.37% (n = 350,000) | AID 504577 | response, % at 10 µM | S. cerevisiae, pHLuorin cytosolic pH fluorescence; in the data active = response mostly above about 7.3%, no sharp cut-off; inactive = mostly below about 5.4%; note: actives read high; inactives centre near 0; some compounds called inactive have numbers as strong as hits
Cardiac RTF inh – cardiac RTF calcium desensitization; P19429+P45379; IANBD-labeled cardiac RTF, Ca2+ fluorescence; inhibition, % at 7.15 µM; actives 0.12% (n = 340,000); AID 493244;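 active = inhibition above the mean inhibition of all tested compounds plus 3 SD, cut at about 17% in these data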;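 note: assay run at fixed EC70 calcium of 1.6 mM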
Keap1 Nrf2 FP – inhibitors of human Keap1-Nrf2 protein-protein interaction; Q14145; Keap1 Kelch-Nrf2 peptide fluorescence polarization, 1536-well; inhibition, % at 9.4 µM; actives 0.15% (n = 340,000); AID 504523; in the data active = inhibition above about 12%;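 note: human Keap1 Kelch domain with fluorescein labeled Nrf2 9mer peptide probe; 0% = neutral control wells and 100% = peptide positive control; higher means more block of Keap1 binding to Nrf2 peptide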
C-LANA FP – blocks KSHV LANA C-terminal domain binding to DNA; MBP-C-LANA/FAM-LBS DNA binding, fluorescence polarization; inhibition, % at 9 µM; actives 0.078% (n = 340,000); AID 504423;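 active = highest replicate inhibition at or above 60% at 9 µM, even if other replicates fall short; inactive = all replicates below 60% inhibition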;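 note: 0% = neutral control wells and 100% = 4 µM acridine orange control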
* marks the source's active call; other numbers are inactive results; nt = not tested or not shown. This is a subset; rates above refer to the full screens.

SMILES	NSD2 HMT inh	CAL PDZ FP-1	Arrestin-AP2 inh	CAL PDZ FP-2	DSG3 Ab inh	DAGLB inh	V-ATPase pHluor	Cardiac RTF inh	Keap1 Nrf2 FP	C-LANA FP
COC(=O)CCSc1nc(N2CCOCC2)c2c(c1C#N)CC(C)(C)OC2	-2	-1.7	0	-8	90	-5	-2	-6	0	-0.8
CC(=O)c1c(C)oc2c1C(=O)c1ccccc1C2=O	7	-0.2	-4	nt	93	1	0	-9	-5	-0.7
CC(=O)Nc1ccc(OCC(O)Cn2ccnc2C)cc1 (configuration not stated)	-1	-2.1	-1	-1	104	-1	-2	4	-1	1.1
CC(C)N(CCNC(=O)C1CCCN(c2ncnc3c2nc2n3CCCCC2)C1)Cc1ccccc1 (configuration not stated)	3	-2.4	31	-4	nt	1	-1	-17	2	0.9
C/C(=N\Nc1ncc(Cl)cc1Cl)c1ccc(N2CCOCC2)cc1	-3	0.2	18	1	105	-1	-1	0	0	-0.3
Cn1nc(-c2ccccc2)c(CSc2ccccc2)c1Cl	-6	nt	23	-3	100	-13	-1	-3	2	1.2
O=C(NCCN1CCOCC1)C1CCC(=O)N1Cc1ccc(F)cc1 (configuration not stated)	-1	0.2	-2	1	98	-1	0	-3	-2	0.7
COc1cccc(NC(=O)CCSc2nnc3scc(-c4ccccc4)n23)c1	-2	-1.7	-3	2	117	0	-2	4	-3	-0.5
Cc1nc(SC(C)C(=O)c2c(N)n(C)c(=O)n(C)c2=O)c2c(C)c(C)sc2n1 (configuration not stated)	-1	-5.2	-4	-6	91	-2	-1	2	2	-0.2
O=C(NCc1ccco1)C1CC(=O)N(c2cccc(Cl)c2)C1 (configuration not stated)	-1	-2.0	-2	-5	95	-2	-2	-5	-4	1.8
CCOc1ccc(NC(=O)NCc2cccnc2)cc1	-1	-2.1	0	1	91	1	4	2	-4	1.7
C/C(=N\NC(N)=S)c1ccc(Cl)s1	1	-0.4	-5	-5	97	1	2	-14	-2	-0.9
CCOC(=O)N1CCC(=NNc2ccc(S(=O)(=O)N3CCOCC3)cc2[N+](=O)[O-])CC1	nt	-1.8	30	-5	97	5	-2	-4	-1	1.0
Cc1ccc(NC(=O)COC(=O)c2cc(Cl)cc(Cl)c2)c(Br)c1	-5	-0.6	15	-1	97	-4	-1	-11	0	0.6
Cn1c(CN2CCCCC2)nc2cc(NS(=O)(=O)c3ccc(F)cc3)ccc21	-3	-0.2	20	3	103	0	0	-6	-2	0.4
Cc1cc(=O)oc2cc(OCC(=O)NCc3ccccn3)ccc12	0	-0.3	-8	-1	110	1	-3	-3	-4	-0.8
Cc1nn(C(C)(C)C)c(NC(=O)c2ccc(Cl)cc2)c1Br	-1	-0.9	-3	-2	91	nt	-3	nt	-1	1.9
O=C(O)COc1ccc(NC(=O)c2cccs2)cc1	0	-1.0	17	-26	121	-1	5	0	-3	-0.7
O=C(NCc1nc2ccccc2[nH]1)C1=C[C@@H](c2csc3ccccc23)C[C@@H](OCc2ccc(CO)cc2)O1	nt	-0.8	-6	-4	104	0	-4	-4	-10	-1.1
O=c1c2ccccc2n2nnnc2n1-c1ccccc1	1	-0.1	8	-2	94	0	1	-2	-4	-1.2
CCOC(=O)C[C@H]1c2cc(F)ccc2S(=O)(=O)N1C(C)C	nt	-0.8	-3	-2	108	-1	-6	-38	-2	-1.2
CCCCNC(=O)C(NS(=O)(=O)c1cccc2nsnc12)c1ccccc1 (configuration not stated)	0	-1.1	-2	-4	102	1	2	1	0	0.8
CN(C)CCN1C(=O)c2ccccc2C1=O	nt	0.4	4	2	117	-1	-1	-2	0	-3.1
CCc1c(C)[nH]c2ccc(C)cc2c1=O	-6	-1.1	10	-7	103	4	0	-6	-2	1.2
COc1ccccc1CNC(=O)c1cc2ccccc2oc1=O	-2	-2.0	-4	-3	109	0	2	-1	-3	-0.3
Cc1nnc(SCC(=O)c2c(N)n(C3CC3)c(=O)[nH]c2=O)n1C	-1	-2.8	-2	2	117	1	6	1	-8	-3.3
O=C(Cn1cnc2c(nnn2-c2ccccc2)c1=O)N1CCOCC1	nt	-0.9	24	-4	106	-2	0	-9	-1	3.5
NNC(=O)c1oc2nc(-c3ccco3)cc(-c3ccco3)c2c1N	1	nt	44	nt	109	nt	-6	nt	nt	nt
CCOC(=O)c1c(NC(=O)CN(CC)CC)sc2c1CCN(C(=O)OCC)C2	nt	-3.8	-6	-2	100	-1	-2	-3	0	-0.3
COc1ccc(N(CC(=O)Nc2cccnc2)S(=O)(=O)c2ccccc2)cc1OC	5	-2.1	22	-1	97	1	7	-12	-5	1.5
COc1ccccc1S(=O)(=O)CC(O)COc1ccc(F)cc1Cl (configuration not stated)	-3	-3.2	33	-5	100	0	1	-3	1	1.0
O=C(NC1CCCCC1)C(c1ccc(F)cc1)N(C(=O)c1cccs1)c1ccc2c(c1)OCO2 (configuration not stated)	nt	-0.3	3	3	101	0	2	12	-3	3.2
O=C(N=Nc1c(O)[nH]c2ccc(Br)cc12)c1cc(-c2cccc3ccccc23)n[nH]1	2	-1.8	3	0	103	2	1	-14	0	1.4
O=C1CCCc2nc(NCc3ccco3)ncc21	0	0.2	22	-1	107	-2	0	6	-1	0.8
CC(=O)N=c1ncn(CC(COC(C)=O)OC(C)=O)c2nc[nH]c12 (configuration not stated)	-2	-2.7	8	-1	108	-1	2	-6	-6	0.8
CCN(CC)Cc1cc2ccccc2c2c1COC2	7	0.0	2	0	98	-2	2	-3	-8	1.0
CC(=O)Nc1nc(-c2cccc3ccccc23)cs1	-1	-1.8	5	nt	102	-1	4	1	0	-1.8
Cc1ccc[n+](CC(=O)c2ccc(Cl)cc2)c1	1	nt	-8	4	99	-2	0	-1	3	0.6
Cc1cc(C(=O)NNC(=S)Nc2ccccc2)nn1C	0	-0.5	6	-1	103	nt	2	nt	-6	1.2
COc1cc(CCC(=O)OCC(=O)Nc2ccc(C(N)=O)cc2)cc(OC)c1OC	-1	-2.9	21	-1	104	1	0	-10	0	1.4
Cc1cc(C)nc(NC(=O)/C=C/c2ccc(Cl)cc2)n1	-1	-0.7	10	5	96	-2	0	-2	-8	0.1
O=C(O)C1=CC[C@@H](c2ccc(Cl)cc2)N(S(=O)(=O)c2ccc(Cl)cc2)[C@H]1c1ccccc1	nt	-1.2	-1	-4	106	1	1	0	-2	0.8
O=C(O)CN1C(=O)C=CC1=O	0	nt	nt	nt	98	-3	-2	nt	nt	nt
O=C(CC1C(=O)NCCN1Cc1ccccc1C(F)(F)F)NCCN1CCCCC1=O (configuration not stated)	-1	-2.9	-5	-3	99	-4	5	-5	0	-0.2
COc1ccccc1NS(=O)(=O)c1cc(NC(=O)c2ccccc2[N+](=O)[O-])ccc1N1CCOCC1	-3	-0.3	-15	nt	93	1	0	2	-3	0.0
CC(=O)c1c(C)[nH]c(C(=O)NNC(=O)COc2cc(C)ccc2C(C)C)c1C	0	-0.6	-7	-1	nt	-3	-1	-1	-5	-1.7
O=C(NC1CCSc2ccccc21)c1cccc(Br)c1 (configuration not stated)	-4	-4.0	9	-4	104	-6	7	-2	-5	-3.0
Cc1ccc(S(=O)(=O)N2CCN(C(=O)c3ccc([N+](=O)[O-])cc3)C2)cc1	-1	-1.3	17	-3	94	-1	1	-6	7	0.1
CCc1nnc(NC(=O)C=C(C)C)s1	1	0.4	5	-2	99	-2	4	-2	-3	0.3
O=C(NCc1ccco1)c1cnn2c1NC(c1ccccc1)CC2C(F)(F)F (configuration not stated)	4	-0.8	-3	nt	100	0	2	-7	-2	0.0
New compounds follow:
SMILES	NSD2 HMT inh	CAL PDZ FP-1	Arrestin-AP2 inh	CAL PDZ FP-2	DSG3 Ab inh	DAGLB inh	V-ATPase pHluor	Cardiac RTF inh	Keap1 Nrf2 FP	C-LANA FP
O=C(Cn1[nH]c(=O)c2ccccc2c1=O)NC1CCN(Cc2ccccc2)CC1	-2	-0.4	2	5	104	0	3	-6	-3	-0.7
Cc1ccc(N/C=C(/C#N)c2ccsc2)cc1C	-2	-0.2	4	-2	107	-4	0	6	-2	-0.1
O=C1NC(c2ccc3c(c2)OCO3)Oc2ccccc21 (configuration not stated)	-1	-1.0	6	-3	100	0	2	-5	-6	-1.0
CCOc1ccc(C(C)=O)cc1CSc1nnnn1-c1ccc(O)cc1	-1	-1.3	-29	-4	94	0	-2	-1	-1	-1.4
CCOc1ccc(CCNC(=O)CSc2nnnn2C)cc1OCC	-3	-1.0	3	-5	105	0	2	-4	2	0.5
Cc1cccc([N+](=O)[O-])c1NC(=O)COC(=O)C1CCCO1 (configuration not stated)	-1	0.0	18	17	108	2	-2	1	0	1.0
COC(OC)C12c3ccccc3C(c3ccccc31)C1C(=O)N(c3cccnc3)C(=O)C12 (configuration not stated)	-2	-1.3	6	-4	nt	0	-2	-1	5	-0.1
COC(=O)C1CCN(CC(=O)NC(=O)NC2CCCCC2)CC1	nt	0.4	25	nt	96	0	-3	-6	1	-1.1
Cc1cc(C)cc(S(=O)(=O)c2cnc3ccccc3n2)c1	0	-2.7	-1	1	80	-3	-1	-4	-2	1.5
O=C(O)c1ccc(CNCc2cccc(Oc3ccccc3)c2)cc1	15	-0.5	5	1	96	-1	0	-3	1	2.3
Cc1cc(C(=O)O)ccc1-n1c(C)cc(/C=C2\SC(=O)NC2=O)c1C	9	-0.2	-4	0	123	3	-2	-1	1	-0.1
O=C(C1CCCO1)N1CCN(S(=O)(=O)c2cc(F)ccc2F)CC1 (configuration not stated)	-2	-2.9	-2	1	99	1	3	-5	5	1.1
Cc1cccc(Nc2nnc(SCC(O)=C(C#N)c3nc4ccccc4[nH]3)s2)c1	-3	-0.4	48	-1	91	7	-5	0	2	1.0
C=CCOc1ccc(/C=N/NC(=O)C(=O)Nc2ccccn2)cc1OC	0	-3.6	1	nt	98	0	1	-5	-3	1.6
COc1ccc2[nH]c3c(N4CCc5ccccc5C4)ncnc3c2c1	nt	0.4	11	nt	106	0	-1	-3	1	-1.1
CCn1cc(CN2CCN(Cc3ccsc3)C(CCO)C2)cn1 (configuration not stated)	-1	-2.9	38	-1	119	-2	-4	3	-1	-0.7

High-throughput results as filed in PubChem BioAssay.
